pPAFAH FP inh: inhibitors of human plasma PAF acetylhydrolase (pPAFAH); Q13093; recombinant pPAFAH, FP-rhodamine probe fluorescence polarization; inhibition, % at 3.39 µM; hit rate 1.5% among 330,000; AID 463082;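 active = inhibition above the mean inhibition across the screen plus 3 SD, cut at about 25% in these data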;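 note: inhibitors block binding of the rhodamine activity-based probe so polarization drops; 0% = enzyme with DMSO and 100% = wells lacking pPAFAH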
Target sequence (Q13093 whole entry, looked up): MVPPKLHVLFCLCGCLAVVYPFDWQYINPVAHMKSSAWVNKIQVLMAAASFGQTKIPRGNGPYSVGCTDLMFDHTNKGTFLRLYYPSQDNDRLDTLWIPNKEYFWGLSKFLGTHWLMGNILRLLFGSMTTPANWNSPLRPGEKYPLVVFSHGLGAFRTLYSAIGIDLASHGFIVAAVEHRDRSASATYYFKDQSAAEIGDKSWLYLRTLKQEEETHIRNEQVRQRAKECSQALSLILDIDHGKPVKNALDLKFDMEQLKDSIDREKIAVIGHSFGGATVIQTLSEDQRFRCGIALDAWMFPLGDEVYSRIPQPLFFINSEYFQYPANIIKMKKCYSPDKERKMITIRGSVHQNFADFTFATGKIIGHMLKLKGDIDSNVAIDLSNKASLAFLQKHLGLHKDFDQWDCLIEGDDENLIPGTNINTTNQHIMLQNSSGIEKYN
PAD4 FP inh: blocks human protein arginine deiminase 4. Q9UM07. recombinant PAD4, RCA probe fluorescence polarization. inhibition, % at 6.36 µM. hit rate 0.41% among 330,000. AID 485272;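 active = percent inhibition above a cutoff equal to the mean of all tested compounds plus 3 SD, cut at about 15% in these data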;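 note: 0% = PAD4 with RCA probe and DMSO and 100% = probe without PAD4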
PAFAH1B2 FP inh: PAFAH1B2 (human) inhibition; hit rate 1.2% among 340,000; recombinant PAFAH1B2, FP-rhodamine activity probe, fluorescence polarization; inhibition, % at 3.39 µM; AID 492953;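 active = inhibition above the mean of all tested compounds plus 3 SD, cut at about 24% in these data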;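 note: 0% = enzyme with DMSO and 100% = wells lacking PAFAH1B2; many of its hits are not listed in these tables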
PME-1 inh: PME-1 (human) inhibition | Q9Y570 | recombinant PME-1, FP-Rh probe fluorescence polarization | inhibition, % at 5.9 µM | hit rate 0.53% among 320,000;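 active = inhibition above the campaign mean of all compounds plus 3 SD, cut at about 26% in these data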;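 note: competitive labeling of PME-1 active site by serine hydrolase directed probe; 0% = PME-1 with DMSO and 100% = wells lacking PME-1 enzyme; inhibitors block probe labeling so polarization falls and inhibition rises; many of its hits are not listed in these tables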
LYPLA2 counter: counter-screen for PME1 inhibitors: inhibitors of human LYPLA2; O95372; recombinant LYPLA2, FP-Rh probe fluorescence polarization; inhibition, % at 5.9 µM; hit rate 0.38% among 320,000; AID 2177;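 active = inhibition above the screen-wide mean plus 3 SD, limit set per campaign, cut at about 26% in these data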;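 note: 0% = LYPLA2 with DMSO and 100% = wells lacking LYPLA2 enzyme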
Target sequence (O95372 whole entry, looked up): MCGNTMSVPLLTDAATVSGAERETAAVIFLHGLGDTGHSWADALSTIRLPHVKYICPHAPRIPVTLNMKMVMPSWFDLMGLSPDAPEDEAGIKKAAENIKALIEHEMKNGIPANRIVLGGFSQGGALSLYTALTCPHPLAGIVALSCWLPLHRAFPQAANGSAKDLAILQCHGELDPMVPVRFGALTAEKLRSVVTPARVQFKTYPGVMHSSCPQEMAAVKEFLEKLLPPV
PAFAH1B3 inh: PAFAH1B3 (human) inhibition | Q15102 | recombinant PAFAH1B3, FP-rhodamine probe, fluorescence polarization | hit rate 0.28% among 340,000 | inhibition, % at 3.39 µM | AID 492972;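 active = inhibition above the screen-wide average of all tested compounds plus 3 SD, cut at about 25% in these data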;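 note: 0% = enzyme with DMSO only and 100% = wells lacking PAFAH1B3 protein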
PAFAH2 FP inh: PAFAH2 (human) inhibition; Q99487; recombinant PAFAH2, FP-rhodamine activity probe, fluorescence polarization; inhibition, % at 3.39 µM; hit rate 0.99% among 340,000; AID 492956;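 active = inhibition above the mean over all tested compounds plus 3 SD, cut at about 30% in these data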;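 note: inhibitors block probe labeling of enzyme so polarization drops; 0% = enzyme with DMSO and 100% = wells lacking PAFAH2 protein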
GSTO1 inh: GSTO1 inhibition, counter-screen for RBBP9 inhibitors; recombinant GSTO1, activity-based probe fluorescence polarization; inhibition, % at 5.96 µM; AID 1974; hit rate 1.1% among 300,000; P78417;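 active = inhibition above the campaign mean inhibition plus 3 SD, cut at about 35% in these data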;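 note: 0% = GSTO1-1 with DMSO and 100% = wells lacking GSTO1-1 enzyme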
LYPLA1 counter: blocks human lysophospholipase 1, a PME1 counter-screen. recombinant LYPLA1, FP-Rh probe fluorescence polarization. hit rate 0.16% among 320,000. AID 2174. inhibition, % at 5.9 µM. O75608;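 active = inhibition above the mean of all tested compounds plus 3 SD, set per campaign, cut at about 14% in these data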;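 note: inhibitors block serine hydrolase probe labeling of LYPLA1 so polarization falls; 0% = enzyme with DMSO and 100% = wells lacking LYPLA1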
Target sequence (O75608 whole entry, looked up): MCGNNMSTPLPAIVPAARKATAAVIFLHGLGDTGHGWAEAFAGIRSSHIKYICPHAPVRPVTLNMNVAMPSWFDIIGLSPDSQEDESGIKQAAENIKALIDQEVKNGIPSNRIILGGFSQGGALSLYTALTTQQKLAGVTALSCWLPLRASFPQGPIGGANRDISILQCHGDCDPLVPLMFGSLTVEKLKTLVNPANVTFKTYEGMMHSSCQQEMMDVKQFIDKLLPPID
Numbers without * were called inactive; . = not tested or not shown. An excerpt; count on the stated rates, not on these rows.

Below each SMILES – pPAFAH FP inh	PAD4 FP inh	PAFAH1B2 FP inh	PME-1 inh	LYPLA2 counter	PAFAH1B3 inh	PAFAH2 FP inh	GSTO1 inh	LYPLA1 counter
- CC(CNC(=O)Cn1ccc(NC(=O)OCc2ccccc2)nc1=O)c1ccccc1 (stereo not given)
    1	3	11	4	7	6	3	.	3
- CCCCCCCn1c(=O)c(C(=O)OC)c(N)c2ccccc21
    -9	2	6	1	2	2	4	-7	-4
- CCc1ccc(CN2C(=O)c3ccccc3C2C(=O)NCc2cccnc2)cc1 (stereo not given)
    -4	-4	4	-6	-1	0	-3	2	-1
- Clc1ccc(C2CC(c3cccs3)n3ncnc3N2)cc1 (stereo not given)
    1	0	.	7	3	.	.	-6	3
- CN1CCc2cc(O)c(O)cc2C(c2ccccc2)C1 (stereo not given)
    3	-1	4	-5	8	8	0	2	4
- COc1cccc(CC(=S)N2CCOCC2)c1
    4	0	7	-2	1	9	0	6	-6
- COC(=O)c1c(C)[nH]c(C(=O)NCCc2ccc(S(N)(=O)=O)cc2)c1C
    20	0	13	3	-1	2	7	6	-3
- O=C(Nc1cccc(NC(=O)c2ccc(Cl)cc2)n1)c1ccc(Cl)cc1
    2	0	-3	1	-2	-4	-7	-1	-4
- O=C1CN(C(=O)COC(=O)c2ccccc2O)c2ccccc2N1
    5	3	-2	0	5	2	4	5	0
- CCO[C@@H]1OC(C(=O)NCc2ccccc2)=C[C@H](c2ccc3c(c2)OCO3)[C@H]1CCCO
    -2	1	4	3	3	5	3	-3	-3
- N#CCC(=O)c1ccccc1Oc1ccc(Cl)cc1
    25*	-4	6	41*	4	3	-7	7	-4
- CCOc1cc(C(=O)NCC(C)(C)CNC(=O)c2cc(OCC)c(OCC)c(OCC)c2)cc(OCC)c1OCC
    0	1	.	-8	-6	.	.	0	-4
- CC(C)(C)c1ccc(C(=O)O)c(C(=O)c2ccccc2)c1
    0	0	6	5	3	14	2	-2	0
- CC1(C)C2([N+](=O)[O-])CN3CC1([N+](=O)[O-])CN(C2)C3C(O)C(O)C(O)CO (stereo not given)
    -1	1	-2	-4	-7	5	1	2	-4
- Cc1cc(NS(=O)(=O)c2ccc(NC(=S)NCc3ccccc3)cc2)no1
    -2	-5	13	3	7	4	-2	1	4
- COc1ccc(Cn2ccnc2CO)cc1[N+](=O)[O-]
    4	-2	3	0	8	4	9	8	2
- CCCC(=O)N(c1ccc2oc(=O)sc2c1)S(=O)(=O)c1ccccc1
    9	22*	6	0	7	11	25	4	-1
- O=C(Cn1c(=O)oc2ccccc21)Nc1ccc(Cl)cc1Cl
    -2	2	-5	-1	2	-8	-1	2	-3
- COc1ccc(-c2cccc(C3CC=CC4C3C(=O)N(Cc3ccccc3)C4c3ccc4ccccc4c3)c2)cc1 (stereo not given)
    1	-1	1	-6	2	0	2	1	-1
- Cc1cccc(NC(=O)c2cc3n(n2)C(C(F)(F)F)CC(c2ccc4c(c2)OCO4)N3)c1 (stereo not given)
    10	0	5	-1	-9	1	-3	-1	-10
- CC1(C2CC2)NC(=O)N(CC(=O)Nc2ccc(C(F)(F)F)cc2)C1=O (stereo not given)
    0	4	4	3	0	8	3	.	1
- O=C(Nc1ccccc1)c1ccc2ccccc2n1
    -3	-7	7	0	4	6	9	-2	6
- CNc1nc(OCC(F)(F)F)nc(OCC(F)(F)F)n1
    13	2	5	0	5	-4	-5	-3	2
- Cc1nc(C#N)c(N/N=C/c2cccc(Cl)c2)o1
    2	-7	6	0	4	8	-6	2	0
- Cn1c(CNC(=O)C(Cc2ccccc2)NC(=O)c2ccccc2)cc(=O)n(C)c1=O (stereo not given)
    2	-3	4	3	1	9	7	6	1
- Cc1cccc(NC(=S)N2CCC(C(=O)c3ccc(F)cc3)CC2)c1C
    0	-1	0	-2	7	9	-1	-10	1
- Cn1c(C(=O)N2COCC2(C)C)cc2c(=O)n3ccccc3nc21
    -4	-3	4	-4	3	7	-2	-1	0
- O=S(=O)(NCc1ccccc1)c1ccc(S(=O)(=O)N(Cc2ccccn2)Cc2ccco2)cc1
    -2	-8	-2	5	0	-3	-1	-4	-3
- CC(C)c1ccc(C(=O)NCCCN2CCN(CCCNC(=O)c3ccc(C(C)C)cc3)CC2)cc1
    12	-3	4	-8	-4	5	3	1	-3
- O=C(COc1ccccc1Cl)c1ccc[nH]1
    5	-13	7	-10	-1	0	13	7	-1
- COc1ccc(NC2CCCN(C(=O)c3oc(C)cc3C)C2)cc1OC (stereo not given)
    0	-3	1	0	7	6	4	10	-1
- O=C(CSC1=NS(=O)(=O)c2ccccc2N1)Nc1cccc(F)c1
    2	1	0	-2	-4	15	5	-2	-2
- O=[N+]([O-])c1nn(-c2ccc3c(c2)OCCO3)n(O)c1=NCCC1=CCCCC1
    4	2	1	2	-3	-2	-2	9	1
- Cc1ccnc(NC(=O)c2ccccc2NC(=O)c2ccccc2)c1
    -2	0	6	1	0	-5	0	1	1
- COc1cc(/C=N/NC(=O)CCn2cnc(-c3ccccc3)c2-c2ccccc2)ccc1O
    0	4	5	13	-2	1	2	1	-2
- CC(=O)C1=C(C)NC(SCC(=O)c2ccc(F)cc2)=C(C#N)C1CC(C)C (stereo not given)
    3	-2	2	6	-4	8	-2	2	-1
- Cc1ncc([N+](=O)[O-])n1CCOC(=O)Nc1ccc([N+](=O)[O-])cc1
    -1	-4	-6	1	12	-4	-2	5	-5
- O=C1CC(c2ccccc2)CC(O)=C1C=Nc1ccc(O)cc1 (stereo not given)
    4	-1	6	-1	7	11	11	56*	-1
- Cc1ccc(S(=O)(=O)N2CCN(C(=O)c3ccccc3)CC2)cc1
    0	-4	2	1	-1	-1	9	4	-1
- CCc1nc(N2CCC(C)CC2)c2oc3ccccc3c2n1
    9	-1	0	-7	9	-5	5	5	0
- COc1cccc(/C=N/NC(=O)CCc2ccccc2)c1
    -1	-6	5	-4	1	6	5	-3	-2
- O=C(CN1C(=O)c2ccccc2S1(=O)=O)NCc1c(F)cccc1F
    4	2	-2	6	1	4	3	6	1
- O=C(Nc1ccc(-c2nc3ccccc3c(=O)o2)cc1)c1ccco1
    -3	1	-5	-5	-6	-7	-4	-2	-4
- Cc1ccccc1C(=O)NC1CCN(CC(=O)Nc2nccs2)CC1
    4	0	1	4	7	10	-10	-4	1
- COc1ccc(S(=O)(=O)N2CCN(C)CC2)cc1Br
    5	-6	6	1	-6	-6	-7	-5	0
- COc1ccc(N(CC(=O)Nc2ccccc2OC)S(=O)(=O)c2ccc(OC)c(OC)c2)cc1
    3	-1	1	-3	8	1	-1	3	-2
- CC1=C(C(=O)OCC2CCCO2)C(c2ccc(O)cc2)NC(=O)N1 (stereo not given)
    -1	-1	0	5	0	-1	2	-9	1
- CCC1(C)CC(=O)N(c2ccc(F)c(Cl)c2)C(=O)C1
    0	3	2	-4	-9	11	0	-5	-4
- CC(C)N(O)C(=O)NC(C)(C)C
    5	-2	5	2	6	8	1	-2	4
- O=C(Nc1ccc(N2CCN(C(=O)c3ccco3)CC2)c(Cl)c1)c1cc2ccccc2o1
    3	-4	-2	-7	-1	2	-18	-22	-12
- COc1ccc(CN2CCN(Cc3cccc(F)c3)CC2)cc1OC
    2	2	3	-2	6	0	3	0	-1
- CC(C)CN(CC(C)C)S(=O)(=O)N1CCC(C(=O)NC2CCCCCCC2)CC1
    -2	2	10	3	4	-2	0	3	3
- COc1ccc(-c2noc(CSc3nc4ccccc4c(=O)n3-c3ccc(C)cc3)n2)cc1
    -1	1	-4	-6	-2	-6	-9	-4	0
- COc1ccc(/C=N/Nc2c(Cl)cc(Cl)cc2Cl)cc1CN1CCOCC1
    6	4	1	-7	-3	3	-6	-2	-3
- CC1CCCC(NC(=O)CN2C(=O)c3cccnc3Oc3ccc(Cl)cc32)C1C (stereo not given)
    1	-6	3	-1	2	-1	9	7	-1
- Cc1cc(=O)oc2cc(OCC(=O)NC3CCCC3)ccc12
    6	2	3	1	5	9	3	6	-1
- Cc1cc(NC(=O)c2cc(CC(C)C)on2)n(-c2ccccc2)n1
    3	5	6	-2	2	1	-9	4	0
- COc1cc(O)oc1C=Nc1ccc(Cl)cc1
    4	-8	8	-4	-1	13	-7	6	6
- COCc1cc(=O)[nH]c(/N=C(\N)Nc2cccc(Cl)c2)n1
    10	4	.	-9	-7	.	.	4	-4
- COc1cc(C2NC(=O)CS2)cc(OC)c1OC (stereo not given)
    -4	-1	0	-1	3	7	7	3	0

Going on with the list.
Below each SMILES – pPAFAH FP inh	PAD4 FP inh	PAFAH1B2 FP inh	PME-1 inh	LYPLA2 counter	PAFAH1B3 inh	PAFAH2 FP inh	GSTO1 inh	LYPLA1 counter
- CCOC(=O)C1(CCOc2ccccc2)CCN(Cc2cnc(C)s2)CC1
    1	-5	8	6	9	1	7	1	2
- O=C(NCC1CCCO1)c1ccccc1NS(=O)(=O)c1cccc([N+](=O)[O-])c1 (stereo not given)
    -2	-2	3	.	.	9	0	.	.
- COc1ccc(/C=N/NC(=O)CN2CCCC2)cc1
    -1	-3	5	-1	5	9	-1	7	4
- CCC1Sc2ccc(S(=O)(=O)CCC(=O)NCc3cccs3)cc2NC1=O (stereo not given)
    5	1	0	-1	7	0	4	-1	-6
- CCOC(=O)c1ccc(N/C=C/C(=O)c2ccc(OC)cc2)cc1
    -3	-5	2	-3	2	4	14	1	0
- Cc1ccc(S(=O)(=O)Nc2ccc3c(c2)nc(CN2CCCC2)n3C)cc1
    -4	2	4	-5	-7	-5	7	4	2

Assay outcomes as filed in PubChem BioAssay.
